FLuc modulator: firefly luciferase modulation, counter-screen for miR-21 project; P08659; purified FLuc, Km substrates, luminescence inhibition; Potency, µM (titrated, usually from 57.5 µM), inactives show at the top dose activity change, negative = inhibition, most hits filed as inhibitors; hit rate 6.9% among 360,000; AID 588342;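 note: plate controls were vehicle for no effect and reference inhibitor for full effect; nearly all actives have a fitted effect of over 55% in size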
Target sequence (P08659 whole entry, looked up): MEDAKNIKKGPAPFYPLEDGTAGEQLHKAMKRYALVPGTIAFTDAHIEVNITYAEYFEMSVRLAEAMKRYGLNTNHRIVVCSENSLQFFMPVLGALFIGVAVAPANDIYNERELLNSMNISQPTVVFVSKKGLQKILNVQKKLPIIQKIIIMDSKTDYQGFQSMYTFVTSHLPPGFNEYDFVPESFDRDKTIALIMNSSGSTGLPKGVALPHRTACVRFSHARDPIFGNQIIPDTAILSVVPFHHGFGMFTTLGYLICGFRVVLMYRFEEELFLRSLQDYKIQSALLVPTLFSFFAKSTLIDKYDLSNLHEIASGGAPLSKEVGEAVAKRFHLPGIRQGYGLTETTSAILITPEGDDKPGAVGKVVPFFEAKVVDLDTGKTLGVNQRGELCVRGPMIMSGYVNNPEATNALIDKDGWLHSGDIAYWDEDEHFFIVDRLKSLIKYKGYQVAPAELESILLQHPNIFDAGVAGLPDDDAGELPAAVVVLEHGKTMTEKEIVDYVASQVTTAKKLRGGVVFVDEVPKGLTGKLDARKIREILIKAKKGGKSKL
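Purified P. pyralis luciferase, 10 nM final, with Km-level 10 uM D-luciferin and 10 uM ATP in 50 mM Tris acetate pH 7.5, 10 mM Mg acetate, 0.01% Tween-20, 0.05% BSA; 6-point qHTS titration about 60 µM downward; luminescence read.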
Gal4-VP16 FLuc: Gal4-VP16 reporter inhibition counter-screen; hit rate 3.5% among 310,000; Potency, µM (doses to about 53.6 µM), inactives show at the top dose activity, negative = inhibition, hits mostly inhibitors; Drosophila S2 Gal4-VP16 UAS-luciferase, luminescence, 20 h; AID 2546;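 note: Gal4-VP16 expression switched on by copper sulfate through the metallothionein promoter; % is set by controls: 0 for no effect and ±100 for the full control effect; nearly all actives have a fitted effect of over 50% in size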
NPC1 prom act: NPC1 promoter activation | Huh7 NPC1 promoter luciferase reporter, 24 h | Potency, µM (doses to about 9.22 µM), inactives show top-dose activation, most hits filed as activators | hit rate 2.4% among 320,000;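 note: % of control where 0% means no effect; nearly all actives have a fitted effect of over 60% in size; reporter is driven by a mutant NPC1 promoter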
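Stable NPC1-promoter luciferase Huh7 line; cpd (DMSO) 24 h, 37 °C, 5% CO2; Amplite luciferase reagent 10 min RT; luminescence readout. qHTS format.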
BRCA1 expr up: activators of BRCA1 expression; AID 624202; hit rate 1.1% among 380,000; Potency, µM (highest dose often 46.1 µM), for inactives: at the highest dose activation, usual class: activators; MCF7-BRCA1-FFLuc reporter, luminescence, 48 h; response scale: scaled: vehicle 0%, 10 µM genistein 100%; note: nearly all actives have a fitted effect of over 80% in size; some results filed as inactive show a strong effect at the top dose
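MCF7 cells carrying a BRCA1-firefly luciferase reporter (2000 cells/well, phenol-red free MEM) were attached for 2 h at 37 °C, then given compounds for 48 h. Luminescence was read 15 min after luciferase reagent; activity normalized to genistein (10 microM) and DMSO.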
RORg inh: inhibitors of mouse ROR gamma transcriptional activity; Drosophila S2 Gal4-RORgamma UAS-luciferase reporter, 20 h; Potency, µM (series often up to 53.6 µM), inactives show at the highest dose activity change, negative = inhibition, hits mostly inhibitors; hit rate 5.4% among 310,000; AID 2551; note: % is set by controls: 0 for no effect and ±100 for the full control effect; nearly all actives have a fitted effect of over 60% in size
Target sequence (P51450 whole entry, looked up, the tested form may be a part): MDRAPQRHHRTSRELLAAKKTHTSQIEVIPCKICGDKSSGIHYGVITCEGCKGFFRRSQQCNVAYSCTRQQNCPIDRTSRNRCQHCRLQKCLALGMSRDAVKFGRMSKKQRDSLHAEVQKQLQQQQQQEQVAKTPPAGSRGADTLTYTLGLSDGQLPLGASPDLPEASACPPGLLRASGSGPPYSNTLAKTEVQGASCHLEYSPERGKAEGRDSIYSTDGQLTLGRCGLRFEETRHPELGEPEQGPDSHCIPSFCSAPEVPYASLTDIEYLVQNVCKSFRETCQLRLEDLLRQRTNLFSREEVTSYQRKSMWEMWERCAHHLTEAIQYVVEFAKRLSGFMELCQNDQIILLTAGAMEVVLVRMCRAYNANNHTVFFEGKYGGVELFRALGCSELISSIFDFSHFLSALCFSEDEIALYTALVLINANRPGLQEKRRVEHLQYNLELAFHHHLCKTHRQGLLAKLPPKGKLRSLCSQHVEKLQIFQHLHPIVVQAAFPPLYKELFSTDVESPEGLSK
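Drosophila S2 cells stably expressing Gal4-DBD/mouse RORγ fusion under metallothionein promoter plus UAS-luciferase; compound 1 h, then 700 uM CuSO4 induction for 20 h at ambient temperature; inhibition read as reduced luminescence.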
Rab9 prom act: Rab9 promoter activation. Huh7 Rab9 promoter-luciferase reporter, luminescence, 24 h. Potency, µM (titrated, usually from 9.22 µM), for the others: at the top dose activation, negative = inhibition, usual class: activators. hit rate 2.8% among 320,000. AID 485297; note: % of control where 0% means no effect; nearly all actives have a fitted effect of over 60% in size
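Rab9 promoter-driven luciferase in stably transfected Huh7 cells; 1500 cells/well rested 2 h, exposed to compound in DMSO for 24 h at 37 °C, 5% CO2. Luminescence read 10 min after adding luciferase reagent at ambient temperature.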
p53 reactivation: restores transcriptional activity of mutant p53; H1299 p53-A138V BP100-luciferase reporter, luminescence, 24 h; Potency, µM (titrated, usually from 92.2 µM), without a hit: at the top dose activity change, positive = activation, actives largely listed as activators; hit rate 0.063% among 320,000; note: % of control where 0% means no effect; nearly all actives have a fitted effect of over 45% in size
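H1299 (p53-null), stable ts p53-A138V + BP100-Luc; 1000 cells/well, Opti-MEM/10% FBS; cpd 4 pt, 1:5; 24 h, 37 deg C, 5% CO2; detection reagent 10 min RT; luminescence.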
CXXC DNA block: MLL CXXC-DNA interaction inhibition; Q03164; MLL-CXXC / FITC-HOXA9 DNA fluorescence polarization; Potency, µM (titrated, usually from 115 µM), for the others: at the highest dose activity change, negative = inhibition, most hits filed as inhibitors; hit rate 0.037% among 290,000; AID 2662; active = well fitted inhibition curve with a large enough effect in the polarisation, with a control signal flat, not every such curve was filed as active; inconclusive = small, poorly fitted or top-dose-only effect, or effect the other way, or a change in a side signal; inactive = no such curve, though single readings can be large or run the other way; the % refers to the polarisation
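Steps: dispense CXXC domain solution (7 uM) → pin compounds or unlabeled HOX-A9 DNA control → 5 min ambient → add FLSN-HOX-A9 solution (50 nM) → spin → 30 min ambient → fluorescence polarization. Tris pH 7.5/NaCl/DTT/BSA buffer.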
MBNL1-CUG inh: inhibitors of human MBNL1 binding to CUG repeat RNA | TR-FRET MBNL1-His/biotin-(CUG)12 binding, 665/545 ratio | hit rate 0.036% among 280,000 | Q9NR56 | AID 2675 | Potency, µM (titrated, usually from 57.5 µM), inactives show at the top dose activity change, negative = inhibition, most hits filed as inhibitors; active = well fitted inhibition curve with a large enough effect in the signal ratio, with a control signal flat, not every such curve was filed as active; inconclusive = small, poorly fitted or top-dose-only effect, or effect the other way, or a change in a side signal; inactive = no such curve, though single readings can be large or run the other way; the % refers to the signal ratio; note: % is set by controls: 0 for no effect and ±100 for the full control effect
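Inhibition of protein-RNA binding appears as loss of TR-FRET between terbium anti-His antibody on MBNL1-His and streptavidin-XL665 on biotin-(CUG)12. Activity is normalized to buffer-only and uninhibited-complex controls.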
ELG1 genotoxic: genotoxicity induction in ELG1-luciferase HEK293T cells; HEK293T ELG1-luciferase reporter, luminescence, 16 h; hit rate 1.3% among 330,000; Potency, µM (highest dose often 46 µM), without a hit: at the highest dose activity change, positive = activation, usual class: activators; note: % of control where 0% means no effect; nearly all actives have a fitted effect of over 60% in size
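Cells (2,000/well) expressing the ELG1-luciferase fusion are dosed by pin tool and kept 16 hr at 37 °C, 5% CO2. Signal comes from ONE-Glo luciferase reagent after 30 min at room temperature.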
uPA surface inh: inhibitors of cell surface uPA generation | cell surface uPA generation assay, qHTS | Potency, µM (series often up to 38.3 µM), without a hit: at the highest dose activity change, negative = inhibition, actives largely listed as inhibitors | hit rate 0.31% among 330,000 | AID 540303; active = well fitted inhibition curve with a large enough effect; inconclusive = small, poorly fitted or top-dose-only effect; inactive = no such curve, though single readings can be large or run the other way; tested in mouse RAW 264.7 cells; note: % is set by controls: 0 for no effect and ±100 for the full control effect; nearly all actives have a fitted effect of over 55% in size
Starred values were filed as active, the others as inactive; u = inconclusive; x = no result given; [ ] = another dose, or the depositor's remark. Unless noted, calls come from the whole dose curve; as a rule, active = well fitted curve in the direction sought with a large enough effect; inconclusive = small, poorly fitted or top-dose-only effect, or another doubt; inactive = no such curve, though single readings can be large; an effect the other way counts as inactive or inconclusive. Potency is the fitted concentration of half-maximal effect. Only part of the results is shown; the hit share may differ from the screen's.

Preview, three compounds:
#1 CC1CCN(C(c2ccc(N(C)C)cc2)c2nnnn2Cc2ccccc2)CC1 (stereo not given)
#2 COc1cc(/C=C(\C#N)C(=O)N2CCc3ccccc32)ccc1O
#3 CC(=O)Nc1nonc1-c1nc2ccccc2n1CCC(C)C

screen / no. | 1 | 2 | 3
FLuc modulator | 0% | 17µM* | 8%
Gal4-VP16 FLuc | 3% | -12% | -18%
NPC1 prom act | -3% | -1% | -8%
BRCA1 expr up | 1% | 19% | -72%
RORg inh | -9% | -3% | 13µM*
Rab9 prom act | 4% | -7% | -4%
p53 reactivation | -7% | 5% | 3%
CXXC DNA block | 8% | u | -4%
MBNL1-CUG inh | 6% | -7% | 13%
ELG1 genotoxic | -7% | 0% | -7%
uPA surface inh | 7% | 0% | -2%

All compounds of this part, from the start:
#1 CC1CCN(C(c2ccc(N(C)C)cc2)c2nnnn2Cc2ccccc2)CC1 (stereo not given)
#2 COc1cc(/C=C(\C#N)C(=O)N2CCc3ccccc32)ccc1O
#3 CC(=O)Nc1nonc1-c1nc2ccccc2n1CCC(C)C
#4 CC(=O)Oc1ccc2nc(/C=C/c3ccccc3)oc(=O)c2c1
#5 c1ccc(-c2cnc(-c3ccccc3)nc2)cc1
#6 N#Cc1cc(C(=O)Cc2ccccc2)c[nH]1
#7 CC(C)n1cc(/C=N/Nc2ccc(Cl)c(C(=O)O)c2)c2ccccc21
#8 CCN(CC)C(CNC(=O)c1cc(=O)[nH]c2ccccc12)c1ccccc1Cl (stereo not given)
#9 Cc1sc(NC(=O)c2cccnc2)nc1-c1ccccc1
#10 CCN(CC)CCC(c1ccc2c(c1)OCO2)c1c(OC)cc(OC)c2c(-c3ccccc3)cc(=O)oc12 (stereo not given)

screen / no. | 1 | 2 | 3 | 4 | 5 | 6 | 7 | 8 | 9 | 10
FLuc modulator | 0% | 17µM* | 8% | 1.1µM* | 0.3µM* | -2% | 13µM* | 5% | -8% | 2%
Gal4-VP16 FLuc | 3% | -12% | -18% | u | -2% | 5% | -10% | 4% | 4% | u
NPC1 prom act | -3% | -1% | -8% | -5% | 0.56µM* | -5% | 1.8µM* | -1% | -2% | 0%
BRCA1 expr up | 1% | 19% | -72% | -5% | u | 8% | x | 15% | -22% | -41%
RORg inh | -9% | -3% | 13µM* | 6.3µM* | u | 31% | 51%[1.91 µM] | -7% | 1% | u
Rab9 prom act | 4% | -7% | -4% | 4% | 0.35µM* | -5% | 1.6µM* | -2% | 0% | -5%
p53 reactivation | -7% | 5% | 3% | x | u | 2% | 24% | 0% | 10% | -1%
CXXC DNA block | 8% | u | -4% | 24% | 4% | 14% | -13% | u | 3% | 14%
MBNL1-CUG inh | 6% | -7% | 13% | u | -11% | -1% | 5% | 5% | 5% | 1%
ELG1 genotoxic | -7% | 0% | -7% | 3% | u | 4% | 8.2µM* | 0% | 1% | 5%
uPA surface inh | 7% | 0% | -2% | -10% | 1% | 15% | x | -1% | -16% | -27%

#11 C=CCn1c(SCC(=O)Nc2cc(OC)c(NC(=O)c3ccco3)cc2OC)nnc1-c1ccncc1
#12 Clc1ccccc1CSc1ncccn1
#13 CC(OC(=O)Cn1cnc2c1c(=O)n(C)c(=O)n2C)C(=O)NC1CCCCC1C (stereo not given)
#14 Cc1ccc(NC(=O)c2ccc3c(c2)C(=O)N(c2cc(C)ccc2C)C3=O)nc1
#15 Cc1cccc(Nc2nc(-c3ccc(O)c(O)c3)cs2)n1
#16 c1ccc(Cn2c(CNc3nc4ccccc4n3CCN3CCOCC3)nc3ccccc32)cc1
#17 COc1cccc(OC)c1C(=O)NC(=S)Nc1ccc2c(c1)C(=O)N(C)C2=O
#18 COC(=O)c1ccc(C(=O)Nc2ccc3nc(-c4cccnc4)[nH]c3c2)cc1
#19 CCn1nnc(NC(=O)c2ccc(Br)o2)n1
#20 O=c1c2c(nc3n1CCCCC3)sc1c(O)cccc12

screen / no. | 11 | 12 | 13 | 14 | 15 | 16 | 17 | 18 | 19 | 20
FLuc modulator | 6% | -17% | 1% | u | 21µM* | -1% | -13% | -14% | -5% | 4.3µM*
Gal4-VP16 FLuc | 2% | 25% | x | -1% | 5.6µM* | -7% | -12% | -9% | 21% | u
NPC1 prom act | -2% | 0% | 2% | 1% | -9% | -2% | 0% | -5% | 2% | u
BRCA1 expr up | -16% | 18% | -16% | 0% | 76% | -9% | -17% | -13% | -5% | u
RORg inh | u | 10% | x | -12% | 4.5µM* | u | 30% | 30% | 17% | 12%
Rab9 prom act | 4% | 8% | -7% | -8% | -2% | -5% | -2% | -16% | 0% | u
p53 reactivation | -10% | 12% | 3% | u | 7% | 6% | -5% | -3% | 9% | u
CXXC DNA block | -9% | 11% | x | 22% | -16% | -26% | 5% | 1% | 7% | 16%
MBNL1-CUG inh | -6% | -11% | x | 6% | 1% | -17% | x | -12% | -4% | -13%
ELG1 genotoxic | -4% | u | 0% | u | u | -7% | 5% | -9% | -2% | 2.1µM*
uPA surface inh | 4% | -7% | -1% | 9% | -10% | x | -6% | 7% | 0% | -5%

#21 CC(=O)c1cn(CC(=O)NCc2cccnc2)c2ccccc12
#22 COc1cc(CNc2ccccc2)c([N+](=O)[O-])cc1OC
#23 NC1=NC(=Nc2ccc(Br)cc2)c2ccccc21
#24 COc1ccc(/C=C/C(=O)NC(=S)NNC(=O)c2ccco2)cc1
#25 Cc1ccc(CNC(=O)CN2CCCC(C)C2)cc1 (stereo not given)
#26 COC(=O)c1[nH]c2ccc(Br)cc2c1NC(=O)C(C)N1CCN(C2CCCCC2)CC1 (stereo not given)
#27 COc1cc(/C=C2/SC(=O)N(CC(=O)N3CCCC3)C2=O)ccc1Oc1ccc([N+](=O)[O-])cn1
#28 COc1ccc(CCNC(=O)[C@H](CC(C)C)NC(=O)N2CCn3c2nc2ccccc23)cc1OC
#29 CCCCOc1ccc(Cl)cc1CSc1nnc(C)n1N
#30 O=C(Nc1cccc(Cl)c1)c1ccc(NCC2CCCO2)c([N+](=O)[O-])c1 (stereo not given)

screen / no. | 21 | 22 | 23 | 24 | 25 | 26 | 27 | 28 | 29 | 30
FLuc modulator | -6% | 1% | 8.5µM* | -15% | -3% | 3% | -1% | 0% | 0% | 5%
Gal4-VP16 FLuc | u | -6% | 1% | u | 3% | u | -8% | -1% | 11% | -15%
NPC1 prom act | -1% | 0% | -5% | -8% | 4% | 0% | -2% | 0% | -7% | 14%
BRCA1 expr up | -9% | -11% | -73% | -55% | 5% | -7% | -42% | 4% | -1% | -9%
RORg inh | 29% | 27%[1.91 µM] | -4% | 3.2µM* | u | 2% | -2% | -1% | 19% | -30%
Rab9 prom act | -1% | 5% | -11% | -2% | 0% | 5% | 6% | -2% | 0%[1.84 µM] | 18%
p53 reactivation | -8% | 11% | u | 29% | -1% | 13% | -10% | 1% | -22% | -13%
CXXC DNA block | -5% | -2% | 12% | -21% | -10% | 6% | 7% | 5% | 6% | 23%
MBNL1-CUG inh | -4% | u | u | 7% | -24% | 22% | u | -3% | 5% | -6%
ELG1 genotoxic | -3% | -1% | u | 1% | -9% | -1% | -12% | 0% | -4% | 7%
uPA surface inh | 9% | -2% | -11% | -15% | 2% | 0% | 0% | -9% | x | -11%

#31 CCCc1cc(C(=O)NNC(=S)Nc2cccc(C)c2)cs1
#32 O=C(Nc1ccccc1)C1CCCCN1S(=O)(=O)c1ccccc1 (stereo not given)
#33 O=C(NCc1ccccn1)c1ccccc1-c1ccccc1
#34 CCc1ccc(N2CC(C(=O)Nc3ccc(S(=O)(=O)Nc4ncccn4)cc3)CC2=O)cc1 (stereo not given)
#35 CC1CCCCC12NC(=O)N(CC(=O)N1CCN(Cc3ccc(C#N)cc3)CC1)C2=O (stereo not given)

screen / no. | 31 | 32 | 33 | 34 | 35
FLuc modulator | 11µM* | 1% | 1% | u | -2%
Gal4-VP16 FLuc | u | -5% | -1% | -7% | x
NPC1 prom act | u | -1% | -5% | -4% | -16%
BRCA1 expr up | 1% | -5% | -1% | 9% | 4%
RORg inh | 2.2µM* | -32% | -10% | -4% | x
Rab9 prom act | 2.5µM* | 2% | -2% | -8% | -23%
p53 reactivation | u | 27% | -1% | 1% | 0%
CXXC DNA block | 15% | 5% | -1% | 9% | x
MBNL1-CUG inh | 2% | -2% | 1% | -2% | x
ELG1 genotoxic | 9% | -3% | -4% | 2% | -4%
uPA surface inh | -4% | 6% | -3% | 2% | -17%

Bioassay records from PubChem BioAssay.
